TEAD-YAP inh: TEAD-YAP interaction inhibition, primary screen, TEAD-YAP interaction inhibitor project, luminescence, HEK-TIYL cells; TEAD-Gal4/YAP UAS-luciferase luminescence; inhibition, % at 9.12 µM; 640,000 tested, 1.4% active; AID 1259422, 2018; in the data active = inhibition above about 32%;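 note: 0% = median of test compound wells and 100% = reference inhibitor wells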
GPR151 ag: activators of human GPR151, primary screen, cell-based, PathHunter beta-arrestin, luminescence. activation, % at 11.2 µM. AID 1508602, 2020. PathHunter beta-arrestin GPR151 cells. 650,000 tested, 1% active; in the data active = activation above about 4.9%;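 note: 0% = median of compound wells and 100% = cells with positive control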
Target sequence (Q8TDV0 whole entry, looked up): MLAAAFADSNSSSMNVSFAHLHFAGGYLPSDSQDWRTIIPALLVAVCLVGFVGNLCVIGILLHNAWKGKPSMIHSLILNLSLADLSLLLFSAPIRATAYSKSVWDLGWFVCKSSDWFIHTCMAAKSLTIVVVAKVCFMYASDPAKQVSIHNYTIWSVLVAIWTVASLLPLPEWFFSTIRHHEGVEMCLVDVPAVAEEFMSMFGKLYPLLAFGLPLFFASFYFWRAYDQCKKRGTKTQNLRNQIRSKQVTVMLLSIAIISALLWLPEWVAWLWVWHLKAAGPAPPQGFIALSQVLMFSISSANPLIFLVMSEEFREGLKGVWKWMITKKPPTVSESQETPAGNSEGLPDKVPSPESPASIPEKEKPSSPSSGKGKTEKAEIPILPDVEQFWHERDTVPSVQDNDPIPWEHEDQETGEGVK
FBW7 activator: FBW7 E3 ligase activators, primary screen, biochemical, AlphaScreen, human. normalized activity (activation), % at 26.1 µM. AID 1259310, 2017. F-box/WD repeat-containing protein 7 (Homo sapiens), Q969H0. 650,000 tested, 0.13% active. AlphaScreen FBW7–phospho-cyclin E peptide binding, activator screen; in the data active = normalized activity above about 1.9%;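 note: purified mutant Fbw7 with reduced substrate affinity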
MITF inh: MITF inhibitors, primary screen, biochemical, AlphaScreen, human | AlphaScreen MITF homodimerization, bead proximity signal | inhibition, % at 2.6 µM | 650,000 tested, 0.91% active; in the data active = inhibition above about 50%;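 note: 0% = vehicle wells with protein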
Target sequence (O75030 whole entry, looked up): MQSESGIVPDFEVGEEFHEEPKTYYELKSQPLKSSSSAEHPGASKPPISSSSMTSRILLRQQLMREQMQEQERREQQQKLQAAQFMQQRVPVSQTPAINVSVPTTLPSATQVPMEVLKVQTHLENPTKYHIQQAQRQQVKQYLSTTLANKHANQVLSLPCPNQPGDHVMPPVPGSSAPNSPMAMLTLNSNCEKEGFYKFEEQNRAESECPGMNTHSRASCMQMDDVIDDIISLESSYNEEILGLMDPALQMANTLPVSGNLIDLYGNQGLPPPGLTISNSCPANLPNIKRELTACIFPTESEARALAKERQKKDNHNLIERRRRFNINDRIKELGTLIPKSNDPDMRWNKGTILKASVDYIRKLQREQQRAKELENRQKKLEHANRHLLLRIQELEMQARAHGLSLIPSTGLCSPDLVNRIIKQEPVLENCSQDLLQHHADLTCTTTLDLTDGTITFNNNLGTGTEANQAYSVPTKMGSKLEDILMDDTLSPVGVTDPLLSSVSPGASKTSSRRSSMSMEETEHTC
Starred values were filed as active, the others as inactive; / = not tested or not shown; & = joins results of further samples. The order is random; any-hit rate near 3.4%.

SMILES	TEAD-YAP inh	GPR151 ag	FBW7 activator	MITF inh
COc1ccc(CCN2C(=O)c3ccc(Oc4ccc(NC(=O)CCSc5ccc(Cl)cc5)cc4)cc3C2=O)cc1OC	11.6	1.3	0.0	8.9
COCc1cc(CN2CCN(C)CC2)c(O)c2ncccc12	7.6	-0.4	-1.2	101.1*
CCC(C)n1c(SCC(=O)Nc2ccc(OC)cc2OC)nc2ccsc2c1=O (stereo not given)	0.3	3.4	-0.1	0.0
O=C(CN1C(=O)NC(Cc2ccccc2)(Cc2ccccc2)C1=O)N1CCCC1	5.3	0.1	-0.2	1.9
Nc1nc2ccccc2n1C(=O)c1ccccc1	52.3*	-8.0	-0.3	2.4
Oc1c(CN2CCN(c3cccc(Cl)c3)CC2)cc(Br)c2cccnc12	5.7	0.5	-0.9	-1.0
Cc1cc2c(s1)c1cnn(CC(=O)NC3CCCC3)c(=O)c1n2C	-14.2	1.4	-0.1	1.2
Cc1cc(Cl)nc(Cl)c1C(=O)NC(=O)Nc1cc(Cl)ccc1Cl	4.9	0.7	0.2	19.5
CCOc1ccccc1N1CCN(C(=O)Nc2ccc(OC)c(OC)c2)CC1	-1.4	7.8*	0.0	-1.8
O=C1Oc2ccccc2C(=O)/C1=C/N1CCOCC1	10.1	-0.1	-0.2	-3.2
CCN1CC2=C(OC(N)=C(C#N)C2c2cccs2)/C(=C/c2cccs2)C1 (stereo not given)	7.2	-1.1	-0.7	-0.2
COc1ccc(CNC(=O)c2ccc(CS(=O)(=O)c3ccc(OC)cc3)o2)cc1	1.9	-1.2	0.1	-10.4

Six entries drawn at random from those above:
SMILES	TEAD-YAP inh	GPR151 ag	FBW7 activator	MITF inh
Nc1nc2ccccc2n1C(=O)c1ccccc1	52.3*	-8.0	-0.3	2.4
COc1ccc(CCN2C(=O)c3ccc(Oc4ccc(NC(=O)CCSc5ccc(Cl)cc5)cc4)cc3C2=O)cc1OC	11.6	1.3	0.0	8.9
O=C(CN1C(=O)NC(Cc2ccccc2)(Cc2ccccc2)C1=O)N1CCCC1	5.3	0.1	-0.2	1.9
COCc1cc(CN2CCN(C)CC2)c(O)c2ncccc12	7.6	-0.4	-1.2	101.1*
Oc1c(CN2CCN(c3cccc(Cl)c3)CC2)cc(Br)c2cccnc12	5.7	0.5	-0.9	-1.0
O=C1Oc2ccccc2C(=O)/C1=C/N1CCOCC1	10.1	-0.1	-0.2	-3.2

Further compounds
SMILES	TEAD-YAP inh	GPR151 ag	FBW7 activator	MITF inh
COc1ccc(N=Cc2sc3ccccc3c2O)cc1	85.3*	-10.4	0.0	-9.0
COCCNC(=O)Cn1nc(-c2ccccc2C)ccc1=O	1.5	0.6	-0.1	3.4
Cc1c(C(=O)Nc2ccc([N+](=O)[O-])cc2)sc2nc(-c3ccc(F)cc3)cn12	-0.9	-0.4	-0.2	-10.9
Cc1cccc(-n2nc3c(c2NC(=O)C(C)C)CSC3)c1	11.6	-1.1	0.0	4.5
Cc1cc(-c2cnc(N3CCOCC3)nc2C2CCCN(C(=O)C3CCCCC3)C2)on1 (stereo not given)	1.6	-0.1	-0.1	-2.1
Cc1cc(-c2csc(N)n2)cc(C)c1C	-5.4	0.0	0.0	4.7
CCOc1ccc(C(=O)Nc2cc(-c3nc4ccccc4s3)ccc2Cl)cc1	-3.4	1.3	0.0	10.6
COc1ccc(C(=O)CC2(O)C(=O)Nc3ccc(C)cc32)cc1OC (stereo not given)	8.8	0.3	0.4	8.9
O=C(O)CCNC(=O)/C(=C\C=C\c1ccccc1)NC(=O)c1ccccc1	-4.5	-0.1	-0.1	-1.0
O=C(CSc1nnc(Nc2ccccc2F)s1)c1cccs1	-38.1	-0.7	0.3	-3.2
CCCCCC(=O)N/N=C/c1ccc(OC)cc1OC	7.8	0.5	0.2	3.9
CC(C)c1ccccc1NC(=S)NNC(N)=O	-4.4	1.1	0.7	-1.2
O=C(Nc1ccc(-c2cn[nH]c2)cc1)C1CNC[C@H]1c1cccc(F)c1 (stereo not given in full)	3.0	1.0	-0.3	-46.1
C=CCOc1ccc(/C=N/NC(=O)CSc2ncccn2)cc1OCC	4.7	-0.5	1.3	19.6
CCOC(=O)c1cnc2ccc(C)cc2c1Nc1ccc(N(C)C)cc1	-17.3	-1.3	-0.1	15.6
COC(=O)c1c(NC(=O)CSc2nnc3sc4ccccc4n23)sc2c1CCCC2	0.5	0.4	-0.1	11.0
Nc1nc2c(s1)CCc1c-2no[n+]1[O-]	12.3	0.6	0.0	0.0
COc1cc(SC)ccc1C(=O)Oc1cccc(F)c1	2.6	1.2	0.0	-7.5
O=C(NCc1nnc2n1CCN(CC(c1ccccc1)c1ccccc1)CC2)C1CCOC1 (stereo not given)	-0.6	-0.3	0.5	2.5
C=CCOC(=O)/C(C#N)=C/c1ccc(-c2ccc([N+](=O)[O-])cc2)o1	4.8	-1.5	0.1	15.9
O=C(/C=C/Nc1ccccc1F)c1ccccc1	60.6*	-4.9	-0.1	11.5
CCOCC(=O)Nc1ncc(S(=O)(=O)c2ccc([N+](=O)[O-])cc2)s1	9.1	-0.2	0.6	17.7
O=C(C1CCCN(c2nc3nonc3nc2N2CCCCCC2)C1)N1CCOCC1 (stereo not given)	-1.3	0.6	0.2	12.5
O=C(CSc1nc2ccccc2[nH]1)Nc1ccc(I)cc1	15.7	3.8	0.0	4.4

Three structures already listed, arranged by count of non-hydrogen atoms, rising:
SMILES	TEAD-YAP inh	GPR151 ag	FBW7 activator	MITF inh
O=C(/C=C/Nc1ccccc1F)c1ccccc1	60.6*	-4.9	-0.1	11.5
CCOC(=O)c1cnc2ccc(C)cc2c1Nc1ccc(N(C)C)cc1	-17.3	-1.3	-0.1	15.6
O=C(NCc1nnc2n1CCN(CC(c1ccccc1)c1ccccc1)CC2)C1CCOC1 (stereo not given)	-0.6	-0.3	0.5	2.5

New compounds follow:
SMILES	TEAD-YAP inh	GPR151 ag	FBW7 activator	MITF inh
COc1ccc(COC(=O)N/N=C2\C[C@@H](O)[C@@H](O)[C@@H]3[C@@H]4C(=O)N(C5CCCCC5)C(=O)[C@@H]4CC[C@H]23)cc1	/	-1.3	0.0	15.5
O=c1[nH]c2ccccc2nc1N1CCOCC1	-1.3	-2.4	-0.1	-11.4
O=C(Nc1ccccc1)C1CCN(c2ccc(Cl)nn2)CC1	-8.1	-0.4	0.0	6.5
CC(=O)Nc1ccc(NC(=O)c2ccnc(N3CCN(c4ccccn4)CC3)c2)cc1	18.5	0.5	-0.1	5.7
CCCCCCCNS(=O)(=O)c1ccc(OC)cc1	1.0	0.0	-0.1	-4.3
Cc1ccccc1NC(=O)N(CC(=O)Nc1sc(C)c(C)c1C(N)=O)C1CCCCC1	7.5	-0.8	0.2	17.3
COc1cccc2c(=O)c3c(cnn3C)n(C)c12	-17.4	3.2	0.2	-4.0
Cc1ccc(/C=c2/sc3nc(-c4ccccc4)nn3c2=O)cc1	11.3	0.3	-0.3	-9.1
CCN(CC)C(=O)CSc1nc2cc3c(cc2c(=O)n1Cc1ccc(C(=O)N2CCN(c4ccccc4)CC2)cc1)OCO3	9.6	-0.6	-0.1	7.6
CC1CCN(Cc2c(O)ccc3c(=O)c(-c4ccccc4Cl)c(C(F)(F)F)oc23)CC1	7.1	0.3	0.0	6.8
COc1ccc(CCNC(=O)c2ccccc2[N+](=O)[O-])cc1	-5.9	-0.2	0.0	-8.9
O=C(NNC(=O)C12CC3CC(CC(C3)C1)C2)c1ccc(O)c(O)c1	-0.2	2.2	-0.1	0.4
Cc1nn(C)cc1CN1CCC2(CCC(CNC(=O)c3ccccc3)O2)CC1 (stereo not given)	5.3	1.1	0.1	2.6
C=CCOC(=O)C1C(c2ccccc2)c2c([nH][nH]c2=O)CC1(C)O (stereo not given)	-5.9	-0.4	-0.2	-6.3
COCC(=O)NCCCc1nc2ccccc2n1Cc1c(F)cccc1Cl	1.7	1.8	-0.2	-3.8
O=C(NCc1cccs1)C1C2C=CC(C2)C1c1nc2ccccc2c(=O)[nH]1 (stereo not given)	3.7	0.8	-0.1	-21.4
O=C(NCCn1cnc(-c2ccccc2)cc1=O)c1cc(=O)c2ccccc2o1	-2.3	0.1	0.2	4.1
COc1cccc2cc(-c3csc(Nc4ccc(C)cc4)n3)c(=O)oc12	2.4	-0.2	-0.1	2.8
COc1ccccc1C1C(C(=O)c2cccs2)=C(O)C(=O)N1c1nc(C)c(C)s1 (stereo not given)	9.9	-0.2	0.2	-24.0
COC(=O)c1ccc(NC(=O)CSc2n[nH]c(CNc3ccc(C)cc3)n2)cc1	5.8	-0.6	-0.2	6.8
CN(C)CCNc1onc(-c2ccnc(Nc3ccc(N4CCOCC4)cc3)c2)c1-c1ccc(F)cc1	-29.4	2.1	-0.8	14.7
CCCc1cc2c(=O)c(-c3ccccn3)c(C)oc2cc1OC(C)=O	-10.2	0.4	0.2	11.9
COC(=O)c1nc2n(n1)C(c1ccc(OC)cc1)C(C(=O)OC1CCCCC1)=C(C)N2 (stereo not given)	-1.3	1.8	-0.1	4.2
C=CCSC1=C(C#N)C(c2ccc(O)c(OC)c2)CC(=O)N1 (stereo not given)	8.6	1.4	0.2	1.8
COc1ccc(-c2ccc(C(=O)Nc3cc(OC)c(OC)c(OC)c3)s2)cc1	35.9*	-3.4	0.0	24.0
COc1ccccc1C1C(C#N)=C(C)NC2=C1C(=O)CC(c1ccccc1)C2 (stereo not given)	20.4	0.2	0.1	-2.9
COc1cc(Nc2nc(N3CCc4ccccc4C3)nc3c2ncn3C2CCCCC2)cc(OC)c1OC	19.3	2.9	-0.2	4.1
Cc1cccc(OCC(O)CN2CCN(S(=O)(=O)c3ccc4c(c3)OCCO4)CC2)c1 (stereo not given)	3.4	1.3	0.0	48.4
O=C(c1nc2ccc(F)cc2[nH]1)N1CCC(c2nc(-c3ccncc3)no2)CC1	-0.3	-0.6	-0.1	10.4
Cc1ccc(NC(=O)C2CCCCC2)cc1F	-16.6	-0.2	0.1	-8.6
CCC(C)C(=O)N1CCC[C@@H]2CN(S(=O)(=O)C(C)C)CC[C@H]21 (stereo not given in full)	-10.2	0.1	0.3	7.1
COc1ccc(/C=C/C(=O)OC(C)C(=O)Nc2ccc(C(C)=O)cc2)cc1OC (stereo not given)	10.7	1.6	0.0	0.9
CCOc1ccc2c3c(c(=O)oc2c1)CCC3	4.8	-1.0	0.0	10.1
CCC(=O)N(Cc1cc2cc(C)cc(C)c2n2nnnc12)C1CCCCC1	-5.2	-0.3	0.0	2.3
O=C(c1cc2ccccc2oc1=O)N1CCCN(C(=O)c2cc3ccccc3oc2=O)CC1	-2.6	-0.3	0.3	18.2
CCOc1ccccc1C(=O)Nc1c2c(nn1-c1ccc(OC)cc1)CS(=O)C2 (stereo not given)	1.4	-0.1	-0.1	-3.6
CC(C(=O)N1CCC(O)(c2ccccn2)CC1)c1ccccc1 (stereo not given)	9.9	-0.5	-0.1	8.2
O=C(Nc1ccc2c(c1)CN(C(=O)Cn1cncn1)CC2)c1ccccc1Cl	46.6*	-0.5	-0.2	4.5
CCCN1CC=C2C(C#N)=C(N)C(C#N)(C#N)C(c3ccc(OC(C)C)c(OC)c3)C2C1 (stereo not given)	6.9	0.2	0.1	4.3
O=C(CN1C(=O)c2ccccc2Sc2ccccc21)NCc1ccccc1	3.1	0.0	-0.2	15.9
COc1ccc2c(c1)-c1c(sn(-c3ccccc3OC)c1=S)C(C)(C)N2	12.8	0.2	-0.1	20.0
COc1ccc(CCNc2nc(Nc3ccncc3)ncc2C)cc1	28.8	-1.0	-0.1	-3.4
CCS(=O)(=O)N1CCC(C(=O)NCc2ccc(C)cc2)CC1	5.7	-0.1	-0.2	-2.2
CC12COC3(C(=O)Nc4ccccc4Cl)CC1CCC32C (stereo not given)	-2.1	-0.1	-0.1	0.8
CCOc1ccc(C2NC(=O)NC(C)=C2C(=O)c2ccc(Cl)cc2)cc1 (stereo not given)	4.3	2.8	-0.2	4.3
O=C(OCc1ccccc1)N1CN(CCO)Cc2c1oc1ccccc1c2=O	-7.2	-0.3	0.3	-10.5
Cc1ccc2c(c1)C(C)(c1ccccc1)CC(C)(C)N2C(=O)CN1CCCCC1 (stereo not given)	-3.5	3.1	-0.1	0.9
CCN(CC)Cc1c(C(=O)N/N=C/CCc2ccccc2)nnn1-c1nonc1N	-0.7	-0.8	0.0	-7.6
O=C(c1ccc(N2C(=O)C3CC=C(Cl)CC3C2=O)cc1)N1CCCCC1 (stereo not given)	-0.8	1.3	0.0	2.9
CCn1c(SCC(=O)Nc2ccc(F)cc2F)nnc1-c1cccs1	10.8	-0.7	0.5	2.3
O=C(Nc1ccc(Cl)cc1)N1CCSCC1	-10.1	1.8	-0.1	4.8
Cc1ccc2nc(-c3cc(NC(=O)c4cccc(OCc5ccccc5)c4)ccc3Cl)oc2c1	8.7	-0.7	-0.3	-2.6
Cc1cccn2c(=O)c3cc(C(=O)NC4CCCCC4)c(=N)n(CC4CCCO4)c3nc12 (stereo not given)	6.2	-0.6	0.9	4.6
CCN(CC)S(=O)(=O)c1ccc(Cl)c(C(=O)NCc2ccco2)c1	-0.3	-0.4	0.0	-22.2
c1ccc(CN=C2CCc3ccccc3N2)cc1	-14.8	-1.5	0.1	3.0
NC(=O)NC(=O)COC(=O)c1ccc([N+](=O)[O-])s1	-4.2	2.7	0.0	-2.6
CCCNS(=O)(=O)c1ccc(F)c(C(=O)Nc2cccc(C)c2)c1	4.3	-1.7	-0.2	2.6
C=CCN1CCN(C(c2ccccc2F)c2nnnn2Cc2ccco2)CC1 (stereo not given)	-2.4	-1.3	0.1	20.1
CN1[C@@H]2CC(OC(=O)[C@H](CO)c3ccccc3)C[C@H]1[C@@H]1O[C@@H]12 (stereo not given in full)	4.2	0.7&-1.8	-0.1&0.0	-10.9&-6.2

Screening results from PubChem BioAssay.
